Screens as filed in PubChem.
Nrf2 block: Nrf2 qHTS screen for inhibitors; 360,000 tested, 2.1% active; Potency, µM (doses to about 46 µM), without a hit: at the top dose activity change, negative = inhibition, usual class: inhibitors; AID 504444, 2011; A549 ARE-Fluc reporter, luciferase luminescence, 18-24 h; further: potency means the concentration at half of the fitted maximal effect; on the % scale 0 is the no-effect control and ±100 the full control effect; nearly all actives have a fitted effect of over 60% in size
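Nrf2 activity is the BugLite luminescence, read 15 min after reagent at room temperature, following CellTiter-Fluor cytotoxicity readout (30 min, 37C). Compound titrations were applied for 18-24 h to 5000 A549 ARE_Fluc cells/well in 5% FBS OPTI-MEM.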
TGFb SMAD3 inh: qHTS for Inhibitors of TGF-b | Potency, µM (series often up to 46.1 µM), for inactives: top-dose activity, negative = inhibition, hits mostly inhibitors | AID 588855, 2011 | 410,000 tested, 1.2% active | HepG2 CAGA-GFP TGF-b/SMAD3 reporter, GFP fluorescence, 18 h; TGF-beta stimulated, 500 pg/mL final; further: potency means the concentration at half of the fitted maximal effect; on the % scale 0 is the no-effect control and ±100 the full control effect; nearly all actives have a fitted effect of over 65% in size
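Smad-responsive CAGA-GFP expression was quantified in HEPG2 cells exposed to compounds and 500 pg/mL final TGF-beta for 18 h at 37 degrees C; unstimulated wells defined full inhibition.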
EPAC2 agonist: qHTS for Agonist of cAMP-regulated guanine nucleotide exchange factor 4 (EPAC2): primary screen; Rap guanine nucleotide exchange factor 4 (Homo sapiens), Q8WZA2; EPAC2 activation, biochemical qHTS; response scale: 100% = 6.5 mM cAMP response; Potency, µM (series often up to 154 µM), for the others: top-dose activation, actives largely listed as activators; 360,000 tested, 0.079% active; AID 720711, 2013; further: potency means the concentration at half of the fitted maximal effect; nearly all actives have a fitted effect of over 50% in size
Target sequence (Q8WZA2 whole entry, looked up): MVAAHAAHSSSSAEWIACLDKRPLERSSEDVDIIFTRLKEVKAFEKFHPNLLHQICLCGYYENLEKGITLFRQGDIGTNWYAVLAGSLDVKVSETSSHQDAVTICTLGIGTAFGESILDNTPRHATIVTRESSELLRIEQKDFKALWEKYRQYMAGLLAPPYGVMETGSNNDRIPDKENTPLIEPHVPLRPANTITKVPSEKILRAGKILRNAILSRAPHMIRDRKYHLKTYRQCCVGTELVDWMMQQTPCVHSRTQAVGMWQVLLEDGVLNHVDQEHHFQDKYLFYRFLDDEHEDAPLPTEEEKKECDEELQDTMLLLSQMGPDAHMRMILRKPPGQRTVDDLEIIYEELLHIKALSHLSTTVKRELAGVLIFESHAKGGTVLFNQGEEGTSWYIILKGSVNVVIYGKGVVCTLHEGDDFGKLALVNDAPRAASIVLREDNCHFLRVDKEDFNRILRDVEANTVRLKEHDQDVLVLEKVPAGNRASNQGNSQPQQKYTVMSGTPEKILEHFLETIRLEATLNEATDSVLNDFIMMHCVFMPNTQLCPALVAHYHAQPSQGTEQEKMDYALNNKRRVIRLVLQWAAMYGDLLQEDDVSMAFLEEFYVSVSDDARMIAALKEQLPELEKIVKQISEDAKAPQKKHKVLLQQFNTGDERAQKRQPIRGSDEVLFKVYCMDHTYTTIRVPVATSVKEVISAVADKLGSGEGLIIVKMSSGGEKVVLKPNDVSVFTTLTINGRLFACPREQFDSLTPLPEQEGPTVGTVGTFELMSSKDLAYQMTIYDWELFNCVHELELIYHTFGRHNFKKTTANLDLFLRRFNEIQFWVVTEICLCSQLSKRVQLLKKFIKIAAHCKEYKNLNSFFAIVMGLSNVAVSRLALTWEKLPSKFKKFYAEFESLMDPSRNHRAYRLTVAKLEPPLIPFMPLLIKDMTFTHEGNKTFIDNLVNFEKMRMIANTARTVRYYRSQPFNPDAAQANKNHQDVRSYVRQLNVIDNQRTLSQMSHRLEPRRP
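In this primary screen, activation is scored as increased exchange of BODIPY-GDP from Rap1B by 100 nM EPAC2, with 50 uM GDP as competitor. Signal is normalized to the 6.5 mM cAMP agonist control.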
Nrf2 ARE act: qHTS of Nrf2 Activators; 410,000 tested, 0.31% active; Potency, µM (highest dose often 46.1 µM), without a hit: at the highest dose activation, hits mostly activators; AREc32 ARE-luciferase reporter (MCF7-derived line), luminescence, 24 h; AID 624171, 2012; further: potency means the concentration at half of the fitted maximal effect; % of control where 0% means no effect; nearly all actives have a fitted effect of over 65% in size
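Luciferase luminescence (Steady-Glo, 30 min at room temperature) served as the read-out of ARE activation in AREc32 cells treated with compounds for 24 hr at 37 deg C.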
A549 viability: Nrf2 qHTS screen for inhibitors: counterscreen for cytotoxicity; Potency, µM (series often up to 46 µM), without a hit: at the top dose activity change, negative = cytotoxicity, actives largely listed as inhibitors; AID 504648, 2011; A549 ARE-Fluc cells, CellTiter-Fluor viability, 18-24 h; 390,000 tested, 0.16% active; further: potency means the concentration at half of the fitted maximal effect; on the % scale 0 is the no-effect control and ±100 the full control effect
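Cytotoxicity counterscreen: CellTiter-Fluor fluorescence was measured in A549 ARE_Fluc cells after 18-24 h of compound exposure in a concentration series. The subsequent BugLite luminescent read reports ARE-luciferase activity.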
S2 tox: Viability Counterscreen for Primary qHTS for Inhibitors of ATXN expression. Potency, µM (series often up to 56.7 µM), usual class: cytotoxic. 400,000 tested, 0.49% active. S2 cells (HEK-293 line with an ATXN2-luciferase reporter) viability, CellTiter-Fluor protease fluorescence, 24 h; further: potency means the concentration at half of the fitted maximal effect; nearly all actives have a fitted effect of over 40% in size
ATXN2 expr inh: Primary qHTS for Inhibitors of ATXN expression; Potency, µM (doses to about 57 µM), for the others: at the top dose activity change, negative = inhibition, usual class: inhibitors; AID 1745845, 2022; HEK-293 ATXN2-luciferase reporter, luminescence, 24 h; 360,000 tested, 0.72% active; further: potency means the concentration at half of the fitted maximal effect; on the % scale 0 is the no-effect control and ±100 the full control effect; nearly all actives have a fitted effect of over 55% in size
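ATXN2-luciferase reporter cells (luciferase flanked by upstream and downstream ATXN2 gene portions) were treated 24 h at 37 °C with compounds at up to 57 uM. SteadyGlo luminescence gave expression; GF-AFC fluorescence gave viability.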
HepG2 viability: qHTS for Inhibitors of TGF-b: Cytotox Counterscreen; HepG2 CAGA-GFP viability, ATP luminescence, 18 h; Potency, µM (top dose mostly 46.1 µM), for the others: at the highest dose activity change, negative = cytotoxicity, actives largely listed as cytotoxic; 410,000 tested, 0.76% active; further: potency means the concentration at half of the fitted maximal effect; some results filed as inactive show a strong effect at the top dose
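CellTiter-Glo luminescence gave cytotoxicity after 18 hours at 37 degrees C. The cells were HepG2 CAGA-GFP in 1% FBS DMEM, stimulated with 500 pg/mL TGF-beta after compound addition. %Activity was normalised to no-cell wells (complete cell-killing) and DMSO (no toxicity), and curves were fitted and classified.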
IL2 activator: qHTS of IL-2 Activators; IL-2 activation reporter assay, cell-based qHTS; stimulated with anti-CD3/CD4/CD28 beads; in transgenic mouse T cells; activation, % (series mostly up to about 46 µM); 360,000 tested, 0.065% active; AID 652025, 2013; in the data active means activation above about 50%; inconclusive means mostly about 30% to 49%; further: 0% is about no effect
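Unstimulated transgenic mouse T cells, 750 per well, received compound and, after 60 minutes, anti-CD3/anti-CD4 bead plus anti-CD28 stimulation. EGFP and DsRed were quantified after 18 hours.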
Starred values were filed as active, the others as inactive; i = inactive; ? = inconclusive; · = not tested or not shown; & = joins results of further samples; [ ] = another dose, or the depositor's remark. Unless noted, the call rests on the fitted dose curve; in most records, active means well fitted curve in the direction sought with a large enough effect; inconclusive means small, poorly fitted or top-dose-only effect, or another doubt; inactive means no such curve, though single readings can be large; an effect the other way counts as inactive or inconclusive.

SMILES	Nrf2 block	TGFb SMAD3 inh	EPAC2 agonist	Nrf2 ARE act	A549 viability	S2 tox	ATXN2 expr inh	HepG2 viability	IL2 activator
CC(=O)Nc1cc(OC(C)=O)c2nonc2c1OC(C)=O	15µM*	2.8µM*	8%	-2.8%	?	·	?	6.3µM*	-0.5
COc1cccc(NC(=O)CN(C)C(=O)COc2ccc3ccccc3c2)c1	8%	-1%	1%	2.9%	8%	i	8%	13%	0.0
CCNC(=S)N1CCN(CCN2C(=O)c3cccc4cccc(c34)C2=O)CC1	-32%	17%	-2%	0.2%	-9%	i	-3%	4%	-0.3
C=CCc1cc(Cl)ccc1OCCNCCCOC	6%	5%	-8%	0.5%	-8%	i	-4%	-32%	0.0
COc1ccc(NC(=O)Nc2cccnc2)c(OC)c1	2%	13%	-5%	-0.8%	0%	i	17%	-15%	-2.4
Cc1cc([N+](=O)[O-])nn1CC(=O)Nc1ccc(Cc2ccncc2)cc1	-20%	-2%	1%	0.0%	22%	i	·	-3%	-1.2
Cc1ccnc(N2CCCC(C(=O)NC3CC3)C2)n1 (stereo not given)	1%	12%	1%	0.6%	5%	i	2%	0%	0.3
CCN1CCN(c2nc(NCCO)c3ccccc3n2)CC1	-2%	13%	4%	0.4%	3%	·	·	6%	-0.2
COc1ccc(-n2ccnc2SCC(=O)NC2CCCC2)c(OC)c1	6%	-1%	4%	-0.1%	3%	i	-25%	-4%	1.2
COC(=O)c1cc(OC)c(OC)cc1NC(=O)Nc1ccc(OC)cc1	·	?	-8%	0.3%	-3%	i	0%	0%	0.7
CCn1ncc(CN2CCC(Oc3cc(C(=O)NC4CC4)ccc3OC)CC2)c1C	21%	2%	4%	-0.4%	1%	i	-3%	5%	-0.2
COc1ccc(-c2cc(C(=O)Nc3ccc(C#N)cc3)no2)cc1	10%	0%	·	-0.5%	-5%	i	8%	-9%	·
O=C(Cn1c(NCCO)nc2ccccc21)NCC1CCCO1 (stereo not given)	?	10%	-5%	0.2%	-7%	i	2%	7%	0.2
COc1ccccc1N1CCN(C(=O)C(=O)N/N=C/c2cccc(O)c2)CC1	·	-18%	3%	0.4%	0%	i	15%	-10%	1.5
Cc1sc2nc(CSc3ccccc3)nc(NCCN(C)C)c2c1C	3%	7%	-5%	1.8%	17%	i	-17%	-19%	0.1
Cc1cccnc1NC(=O)c1ccc(S(=O)(=O)NCc2ccco2)cc1	-20%	-2%	3%	4.0%	-2%	i	11%	8%	-0.3
CCC(=O)N1c2ccccc2NC2=C(C(=O)CC(c3ccco3)C2)C1c1ccco1 (stereo not given)	·	-12%	-13%	2.4%	?	i	13%	4%	0.5
COc1ccc(N(Cc2cc3ccccc3[nH]c2=O)S(=O)(=O)c2ccc(OC)cc2)cc1	?	-14%	21%	0.6%	-26%	i	4%	-29%	-1.9
CN(C)CCCNc1ncnc2c1c(-c1ccccc1)cn2-c1ccccc1	-6%	?	2%	0.0%	-25%	?	?	-96%	-2.1
O=C(COC(=O)c1cccc(Cl)c1Cl)NC1CCCC1	2%	-17%	3%	-1.0%	-2%	i	2%	-4%	-5.9
COCCNC(=O)C1(C)CCCN(Cc2ccc(Cl)nc2)C1 (stereo not given)	·	4%	5%	-0.2%	·	i	11%	1%	0.6
CCOc1ccccc1Nc1cc(C)c2cccc(C)c2n1	?	9%	7%	5.0%	-1%	i	-10%	-8%	-1.9
COc1ccc(N(CC(=O)N/N=C/c2ccc(OC)cc2OC)S(=O)(=O)c2ccccc2)cc1	19%	-3%	12%	-0.2%	12%	i	16%	-3%	1.1
CC(C)CC1NC(=O)c2cc3ccccc3cc2-n2c1nc1cc(Cl)ccc1c2=O (stereo not given)	·	12%	-10%	-0.4%	·	?	-8%	-5%	-0.4
CCc1ccc(Nc2cnn(C34CC5CC(CC(CC(=O)O)(C5)C3)C4)c(=O)c2Cl)cc1	5%	-5%	3%	-1.0%	3%	i	12%[11.3 µM]	-4%	-0.7
CC(=O)c1ccc(N2CCN(C(=O)CCCn3c(=O)[nH]c4ccsc4c3=O)CC2)cc1	?	6%&0%	13%	-0.2%&-1.2%	2%&0%	i	-2%&2%	1%&-4%	-0.3
CSC(=S)N/N=C/c1ccc(Br)cc1	0%	?	4%	0.9%	2%	i	-11%	-1%	0.0
O=C(NC1CCCCC1)C(c1ccc(F)cc1)N(CCCN1CCOCC1)C(=O)c1ccc(CN2CCOCC2)o1 (stereo not given)	6%	?	9%	0.4%	-12%	i	2%	18%	2.7
N#CC1=C(N)N(c2ccccc2Sc2ccccc2)C(=O)C1	18%	24%	3%	0.0%	2%	i	6%	-15%	-0.5
Cc1c(NC(=O)Cc2ccc(Cl)cc2)cccc1-c1nc2cccnc2s1	-5%	24%	·	0.8%	11%	i	-7%	12%	·
Cc1cc(C(=O)CSc2nnc(-c3ccccc3)n2Cc2ccc3c(c2)OCO3)c(C)n1C	-2%	?	0%	0.1%	-4%	?	-12%	-10%	2.8
COc1ccc(S(=O)(=O)N2CCOCC2)cc1NC(=O)CN1CCN(C)CC1	-5%	6%	9%	0.0%	12%	i	-20%	-3%	0.1
COc1ccc(CCC(=O)OCC(=O)NCc2ccccc2)cc1	4%	-1%	1%	-0.2%	1%	?	-1%	11%	-1.1
CCN(CC)S(=O)(=O)c1cc(C(=O)Nc2cc(Cl)ccc2N2CCN(C)CC2)ccc1Cl	?	-24%	9%	0.1%	-16%	·	·	-2%	-2.2
O=C(c1ccc2ccccc2c1)N1CCOCC1	11%	1%	1%	0.0%	3%	i	0%	19%	0.3
Cc1cc(C)n2c(SCC(=O)Nc3ccc(F)cc3)nnc2n1	0%	-15%	2%	0.9%	-2%	i	·	0%	0.1
Cc1ccccc1CC1SC(N)=NC1=O (stereo not given)	-5%	1%	0%	-0.4%	-3%	i	-11%	21%	-0.3
COc1ccc(-n2nc(C(=O)NCC(=O)N3CCN(c4ccccn4)CC3)c3ccccc3c2=O)cc1	?	5%	8%	0.7%	·	i	71%	0%	-1.0
O=C(c1ccc(S(=O)(=O)Nc2ccccc2F)cc1)N1CCCC1	-3%	-10%	4%	0.2%	0%	i	7%	-12%	-0.8
O=C(CN(CC1CCCO1)C(=O)CNS(=O)(=O)c1ccc(F)cc1)NC1CCCCC1 (stereo not given)	4%	0%	4%	0.1%	-1%	i	5%	-6%	2.3
CN(C)CCN1C(=O)c2ccccc2C1=O	5%	-3%	5%	0.4%	4%	i	10%	-8%	0.4
Cc1cc(C)c(OCC(O)CN2CCN(c3ccccn3)CC2)c(C)c1 (stereo not given)	6%	-7%	8%	-0.1%	-2%	i	-17%	-14%	1.5
O=Cc1cccc(Oc2ncccn2)c1	8%	-16%	-4%	-0.8%	-3%	i	4%	0%	-1.7
NC(=O)c1ccsc1NC(=O)COC(=O)c1ccccn1	17%	-12%	10%	-0.4%	-1%	i	10%	-10%	0.6
O=C(CCC(=O)Nc1ccc(Cl)cc1Cl)NNC(=O)[C@@H]1CCCC[C@@H]1C(=O)O	-8%	?	-11%	-0.3%	-2%	i	0%	-2%	-0.4
Cc1ccccc1NC(=O)COC(=O)CNC(=O)c1sc2ccccc2c1Cl	4%	-12%	-2%	1.4%	2%	i	-10%	-6%	0.2
Cc1cc(C)c(/C=C/c2onc(C)c2S(=O)(=O)N2CCC(C(=O)N3CCN(c4ccccc4)CC3)CC2)c(C)c1	·	3%	·	0.4%	6%	·	·	-3%	·
CNc1ncnc2c1ncn2-c1ccccc1	20%	0%	5%	2.2%	1%	i	34%[activator]	-26%	-3.7
Cc1ccc(C(=O)NC(=S)Nc2ccc(N3CCOCC3)cc2)cc1	-30%	-12%	-4%	-0.3%	-1%	i	-24%	-13%	-3.6
COc1ccc(/C=C2\N=C3CCCN3C2=O)cc1	-1%	7%	7%	0.5%	9%	i	32%	-13%	-2.8
Cc1nc(SCC(N)=O)[nH]c(=O)c1Cc1ccc(OC(C)C)cc1	0%	-5%	2%	-0.1%	2%	i	4%	0%	-3.1
NNC(=O)c1ccc(Cl)cc1Cl	2%	-21%	11%	-0.7%	2%	i	14%	2%	0.4

Record cards, from the list above:
O=C(c1ccc2ccccc2c1)N1CCOCC1 is listed with Nrf2 block: 11%; TGFb SMAD3 inh: 1%; EPAC2 agonist: 1%; Nrf2 ARE act: 0.0%; A549 viability: 3%; S2 tox: i; ATXN2 expr inh: 0%; HepG2 viability: 19%; IL2 activator: 0.3
COCCNC(=O)C1(C)CCCN(Cc2ccc(Cl)nc2)C1 (stereo not given) is listed with Nrf2 block: ·; TGFb SMAD3 inh: 4%; EPAC2 agonist: 5%; Nrf2 ARE act: -0.2%; A549 viability: ·; S2 tox: i; ATXN2 expr inh: 11%; HepG2 viability: 1%; IL2 activator: 0.6
